Assay outcomes as filed in PubChem.
KB-V1 MDR tox: kills drug-selected multidrug resistant KB-V1 cells; AID 1347076; KB-V1 MDR cells viability, CellTiter-Glo, 72 h; Potency, µM (highest dose often 46.1 µM), inactives show at the highest dose activity change, negative = cytotoxicity, most hits filed as cytotoxic; 3.4% of 400,000 active; note: potency is the fitted concentration of half-maximal effect; % is set by controls: 0 for no effect and ±100 for the full control effect; nearly all actives have a fitted effect of over 60% in size
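Cytotoxicity via CellTiter-Glo luminescence after 72 h compound exposure at 37 degrees C. Cells: drug-selected KB-V1 line, DMEM phenol-red free plus 10% FBS. Compounds tested at multiple concentrations; normalized data fitted to concentration-effect curves.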
GLP-1R agonist: GLP-1 receptor (human) agonism; AID 624172; 0.007% of 380,000 active; HEK293 GLP-1R CRE-luciferase, luminescence, 4-6 h; cells express a hypersensitive GLP-1R form; Potency, µM (highest dose often 45.6 µM), for inactives: at the top dose activation, actives largely listed as activators; note: potency is the fitted concentration of half-maximal effect; % of control where 0% means no effect
TDP-43 yeast inh: rescues yeast growth from TDP-43 toxicity; TDP-43 expressing yeast growth rescue, BacTiter-Glo, 24 h; Potency, µM (doses to about 46.1 µM), for inactives: at the highest dose growth rescue (activation), most hits filed as activators; 1.8% of 410,000 active; AID 652104; note: potency is the fitted concentration of half-maximal effect; % of control where 0% means no effect; nearly all actives have a fitted effect of over 50% in size
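Galactose-induced TDP-43 yeast, OD600=0.02, compound pinned; 24 hr, 30 deg C; BacTiter-Glo luminescence for growth. Inhibitors of TDP-43 toxicity read as activators.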
PTHR1 agonist: agonists of human PTHR1 parathyroid hormone receptor. AID 743266. HEK293 GP2 PTHR1 cells, GloSensor cAMP luminescence, 1 h. Potency, µM (doses to about 115 µM), without a hit: at the top dose activation, most hits filed as activators. Q03431. 0.075% of 410,000 active; note: potency is the fitted concentration of half-maximal effect; nearly all actives have a fitted effect of over 55% in size; some results filed as inactive show a strong effect at the top dose; inactives centre near -15; many of its hits are not listed in these tables
Target sequence (Q03431 whole entry, looked up): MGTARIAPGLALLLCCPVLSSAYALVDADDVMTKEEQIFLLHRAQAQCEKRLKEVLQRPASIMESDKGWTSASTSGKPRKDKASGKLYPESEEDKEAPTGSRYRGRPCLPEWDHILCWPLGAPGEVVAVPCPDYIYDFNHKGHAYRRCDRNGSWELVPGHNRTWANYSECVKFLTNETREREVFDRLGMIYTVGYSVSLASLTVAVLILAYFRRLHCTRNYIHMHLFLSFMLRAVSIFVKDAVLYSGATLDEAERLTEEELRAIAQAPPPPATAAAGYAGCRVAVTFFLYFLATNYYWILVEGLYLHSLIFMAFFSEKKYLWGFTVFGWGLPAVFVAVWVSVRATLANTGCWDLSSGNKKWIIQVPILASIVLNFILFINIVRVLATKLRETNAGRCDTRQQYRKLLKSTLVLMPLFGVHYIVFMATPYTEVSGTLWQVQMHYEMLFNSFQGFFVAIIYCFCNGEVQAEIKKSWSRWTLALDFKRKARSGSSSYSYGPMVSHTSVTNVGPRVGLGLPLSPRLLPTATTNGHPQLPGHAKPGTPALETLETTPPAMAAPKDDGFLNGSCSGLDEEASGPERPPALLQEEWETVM
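HEK-293-derived GP2 cells expressing PTHR1 and a GloSensor cAMP reporter, 3,000/well, plated overnight, given luciferin plus IBMX (each 0.5 mM as added) for 1 h at 37 °C, then compound for 1 h at 37 °C. Luminescence was read after 15 min at room temperature.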
GLP-1R inv ag: inverse agonists of human GLP-1 receptor; P43220; Potency, µM (titrated, usually from 38.3 µM), inactives show top-dose activity change, negative = inhibition, most hits filed as inhibitors; 1.6% of 410,000 active; HEK293 GLP-1R CRE-luciferase, luminescence, 24 h; GLP-1R form is constitutively active; AID 624417; note: potency is the fitted concentration of half-maximal effect; % is set by controls: 0 for no effect and ±100 for the full control effect; nearly all actives have a fitted effect of over 55% in size
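Assay principle: reduced luminescence from a cAMP-responsive reporter in HEK293 cells co-expressing a constitutively active GLP-1R. Conditions: 24 hr compound incubation, 37 deg C, 5% CO2.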
D3 antag: blocks the human D3 dopamine receptor | max response, negative = inhibition, % | AID 652054 | P35462 | D3R cells, DiscoveRx beta-arrestin luminescence, antagonist mode; hits give low values | 2.5% of 360,000 active; in the data active = max response below about -50%; inconclusive = no clear call, values can overlap the other calls; note: % is set by controls: 0 for no effect and ±100 for the full control effect; mostly tested at two doses, the higher about 12 µM
Target sequence (P35462 whole entry, looked up): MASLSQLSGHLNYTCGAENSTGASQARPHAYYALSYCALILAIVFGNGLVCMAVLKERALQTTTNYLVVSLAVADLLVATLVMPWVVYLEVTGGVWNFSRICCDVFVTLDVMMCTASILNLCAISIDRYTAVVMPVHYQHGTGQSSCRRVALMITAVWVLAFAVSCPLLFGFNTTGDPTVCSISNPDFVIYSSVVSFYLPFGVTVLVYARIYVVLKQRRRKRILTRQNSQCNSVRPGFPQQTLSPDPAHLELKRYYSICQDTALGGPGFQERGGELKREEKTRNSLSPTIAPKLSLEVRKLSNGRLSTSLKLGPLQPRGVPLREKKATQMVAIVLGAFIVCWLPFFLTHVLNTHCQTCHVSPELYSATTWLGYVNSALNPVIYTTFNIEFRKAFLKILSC
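Cells plated overnight at 1500 cells/well, then exposed to library compounds with dopamine controls for 90 minutes at 37 degrees C. DiscoveRx reagent added for 30–60 minutes at room temperature; luminescence read, quantitative HTS format.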
DRD3 agonist: agonists of human D3 dopamine receptor. D3R DiscoveRx beta-arrestin cells, luminescence, 90 min. max activation, %. 0.58% of 410,000 active; in the data active = max activation above about 30%; note: 0% is about no effect; mostly tested at two doses, the higher about 12 µM
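Agonist-mode cell screen: cells plated at 1500/well and incubated overnight at 37 °C, then exposed to library compounds for 90 min at 37 °C. Detection reagent was added for 30–60 min at room temperature, and luminescence was read.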
HEK293 tox: cytotoxic in the GLP-1 receptor inverse agonist counter-screen | HEK293 cAMP-luciferase reporter cells, luminescence, 24 h | Potency, µM (top dose mostly 38.3 µM), for inactives: at the top dose activity change, negative = inhibition, most hits filed as inhibitors | 0.13% of 410,000 active;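 note: loss of luciferase light is scored as toxicity; potency is the fitted concentration of half-maximal effect; % is set by controls: 0 for no effect and ±100 for the full control effect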
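Cells in DMEM/10% Nu serum/1% pen-strep, 1536-well format. Pre-incubated 12 h, dosed with 23 nL compound, incubated a further 24 h. Luciferase detection, 12 min at room temp, luminescence.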
aSyn rescue: alpha-synuclein toxicity inhibition in yeast; Yeast expressing alpha-synuclein, growth rescue, BacTiter-Glo, 24 h; Potency, µM (top dose mostly 46.1 µM), without a hit: top-dose growth rescue (activation), actives largely listed as activators; 0.14% of 370,000 active; note: potency is the fitted concentration of half-maximal effect; % of control where 0% means no effect; nearly all actives have a fitted effect of over 65% in size
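Screening used galactose-induced yeast with toxic alpha-synuclein levels, exposed to compound for 24 hr at 30 deg C. Cell growth, read with BacTiter-Glo luminescence, gave the measured signal.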
An asterisk follows results filed as active; i = inactive; ? = inconclusive; · = no result given; & = joins results of further samples; [ ] = another dose, or the depositor's remark. Unless noted, calls come from the whole dose curve; as a rule, active = well fitted curve in the direction sought with a large enough effect; inconclusive = small, poorly fitted or top-dose-only effect, or another doubt; inactive = no such curve, though single readings can be large; an effect the other way counts as inactive or inconclusive. The list is partial; count on the stated rates, not on these rows.

Values run as follows: KB-V1 MDR tox	GLP-1R agonist	TDP-43 yeast inh	PTHR1 agonist	GLP-1R inv ag	D3 antag	DRD3 agonist	HEK293 tox	aSyn rescue
1) CCOc1ccccc1NC(=O)Cn1nnc(C(=O)Nc2ccccc2Cl)c1N
    0%	1%	2%	-5%	-12%	-13	-13	-19%	-1%
2) CC(C)CC(=O)NN(C)c1nc(-c2ccccc2)nnc1C(F)(F)F
    -3%	-8%	-2%	-5%[57.5 µM]	-12%	10	4	-16%	2%
3) Cc1cc(C)cc(N(CCC(=O)O)S(=O)(=O)c2ccc3ccccc3c2)c1
    -7%	1%	0%	14%	16%	1	-14	81%[activator]	-4%
4) COc1ccc(CCCNC(=O)C2Cc3c(-c4cccc(C(C)=O)c4)ccnc3O2)cc1 (stereo not given)
    21µM*	13%	?	-36%[inhibitor]	?	-2	-2	-24%	-9%
5) COCCn1c(SCC(=O)NCC2CCCO2)nc2c([nH]c3ccccc32)c1=O (stereo not given)
    -21%	-3%	9%	i	19%	18	7	-7%	-3%
6) CCCCCC(=O)Nc1cc(N(C)C)nc2ccccc12
    -18%	5%	8%	-3%	0%	14	0	-16%	-4%
7) CCOC(=O)C1CCCN(C(=O)c2cc(Nc3ccc(OC)cc3)nc3ccccc23)C1 (stereo not given)
    -17%	6%	0%	-25%	?	-5	-4	-20%	-1%
8) CC(C)(OC(=O)c1ccc(F)cc1)c1cc2ccccc2c(=O)o1
    17%	10%	?	-45%[inhibitor]	-24%	4	1	0%	0%
9) Cc1ccc(C2=NS(=O)(=O)N(C)C(C(=O)N(C)C3CCCCC3)=C2)cc1
    -13%	-1%	-5%	-33%[inhibitor]	?	0	-13	-7%	20%
10) O=C(Nc1ccc(OC(F)(F)F)cc1)c1noc2c1CCCC2
    ·	·	29%	-7%	13%	·	9	7%	·
11) CCOc1ccccc1-n1c(SCC(=O)NC2CCCC2)nnc1-c1ccoc1C
    -6%	0%	6%	i	?	-12	0	-20%	0%
12) CCC(=O)Nc1ccc(NC(=O)CSc2nnc(-c3ccco3)n2CC)cc1
    -3%	0%	11%	-4%	0%	3	1	0%	0%
13) CCCCOc1ccc(/C=N/NC(=O)c2nnn(-c3nonc3N)c2CN2CCCCCC2)cc1
    8%	2%	18%	-4%	-5%	23	2	-24%	11%
14) CCCNC(=O)C1(C)CCCN(C(=O)Cc2cccc(OC)c2)C1 (stereo not given)
    -2%	-1%	14%	-4%	27%	1	5	12%	?
15) CC(C)(C)NC(=O)C(c1ccc(F)cc1)N(Cc1ccco1)C(=O)c1csnn1 (stereo not given)
    -14%	1%	-5%	i	-20%	14	-2	-4%	-3%
16) Cc1oc(-c2ccc(C(=O)NCc3ccccc3Cl)cc2)nc1CN1CCc2ccccc21
    ?	?	23%	-26%	?	·	0	-1%	6%
17) Cc1cc(C(=O)N2CCCC(N3CCN(c4ccccc4C)CC3)C2)no1 (stereo not given)
    -1%	-1%	5%	-5%	-21%	-5	4	-11%	-1%
18) CCC1Oc2ccccc2N(CC(=O)NCCCN2CCN(c3ccc(OC)cc3)CC2)C1=O (stereo not given)
    -17%	-3%	-5%	-14%	?	-14	-13	1%	1%
19) CCCCN(Cc1nc2ccccc2c(=O)[nH]1)C(=O)c1nn(C)c(=O)c2ccccc12
    -8%	0%	7%	-26%	33%[activator]	-6	8	10%	0%
20) COc1ccc(C(=O)CN2C(=O)N(c3cc(C)cc(C)c3)S(=O)(=O)c3ccccc32)cc1
    -4%	·	7%[9.22 µM]	0%	-5%	·	-11	3%	·
21) CCc1nccn1S(=O)(=O)c1cc(OC)c(Cl)cc1OC
    0%	5%	-3%	i	16%	13	1	2%	8%
22) COc1cc(C2CC(=O)N(CC(=O)NCc3ccco3)c3ccccc3S2)cc(OC)c1OC (stereo not given)
    -2%	2%	-18%	i	0%	20	-7	10%	13%
23) Cc1cc(C)cc(Nc2cc(C)nc3nncn23)c1
    ·	·	26%	-4%	6%	·	10	-6%	·
24) CC(C)OC(=O)c1cc(C(=O)c2cc(Cl)ccc2O)coc1=N
    -20%	9%	2%	-20%	-3%	16	3	-8%	2%
25) COc1ccccc1N1C(=O)CC(Sc2n[nH]c(-c3cccc(C)c3)n2)C1=O (stereo not given)
    1%	-1%	?	i	-14%	2	2	-9%	-70%[inhibitor]
26) Cc1nnc(Oc2ccccc2)c2ccccc12
    0%	14%	17%	i	18%	5	-3	-5%	4%
27) O=C(Nc1cc(Oc2ccccc2)cc([N+](=O)[O-])c1)C12CC3CC(C1)CC(n1cnc(Cl)n1)(C3)C2
    0%	-3%	-1%	-24%	0%	-15	-4	?	0%
28) CSc1cccc(NC(=O)C2CCN(c3ncnc4c3nc3n4CCCCC3)CC2)c1
    ·	·	-4%	-69%[inhibitor]	18%	·	-19	6%	·
29) Cc1ccc(NNC(=O)C(O)(c2cccc(C(F)(F)F)c2)c2cccc(C(F)(F)F)c2)cc1
    ?	-29%	8%	-34%[inhibitor]	3.2µM*	-7	-6	?	13%
30) COC(=O)c1sc(=S)n(-c2cc(F)ccc2F)c1N
    0%	-3%	?	i	-23%	-5	16	3%	-11%
31) Cc1ccc(-n2c(-c3cc(C)n(C)n3)n[nH]c2=S)cc1
    11%	-6%	7%	-6%[57.5 µM]	6%	-8	4	6%	0%
32) O=C1N(Cc2cccnc2)C[C@@H]2C[C@@H](c3ccc4nonc4c3)N3CCC[C@@]123
    20%	13%	0%	i	7%	-1	0	8%	-3%
33) CC(=O)c1cccc(NC(=O)N2CCN(S(C)(=O)=O)CC2)c1
    0%	0%	0%	-8%	0%	-23	-8	8%	1%
34) COC(=O)c1[nH]c2cccc(OC)c2c1NC(=O)CN1CCN(c2cccc(OC)c2)C(C)C1 (stereo not given)
    ?	8%	7%	-31%[57.5 µM]	?	?	5	-22%	-15%
35) CCOC(=O)c1sc(NC(=O)C(CC)Sc2nccn2C)nc1C (stereo not given)
    -18%	22%	-13%	27%[57.5 µM]	41%[activator]	7	0	1%	2%
36) O=C(CSCc1ccc(F)cc1)N1CCc2c([nH]c3ccccc23)C1c1ccccc1 (stereo not given)
    ·	·	0%	-12%	7.9µM*	·	2	-8%	·
37) COCCn1c(SCC(=O)NC(=O)NCc2ccccc2)nc2ccccc21
    ?	2%	7%	-15%	-19%	1	2	6%	1%
38) O=C(NNC(=O)c1ccccc1O)c1ccc(Cl)c(S(=O)(=O)N2CCCCC2)c1
    -10%	4%	-7%	-16%	?	8	14	3%	-3%
39) O=C(Nc1ccccc1)N1CCN(Cc2ccc3c(c2)OCO3)CC1
    -2%	4%	14%	-18%	1%	24	-6	-18%	2%
40) CCc1ccccc1NC(=O)Cn1nnc(C(=O)NCc2cccs2)c1N
    -11%&-10%	8%&0%	0%&-4%	-3%	?	-10	2&6	?	1%
41) Cc1ccc(NC(=O)C(c2ccccc2)N2CCN(C(=O)c3ccco3)CC2)cc1 (stereo not given)
    -6%	-6%	18%	i	-16%	-5	-11	-30%	0%
42) CCN1C(N(C)CCc2cccs2)=N[C@@H](c2ccccc2)C(C(=O)OC)=C1C
    0%	0%	-1%	-24%	9%	0	-19	?	-1%
43) CN1CCN(c2ccc(NC(=O)c3ccc(Cl)cc3Cl)cc2)CC1
    2%	9%	9%	i	-21%	-1	-1	6%	-4%
44) Fc1ccc(Nc2nc(SCc3ccc(Cl)cc3)nc3ccccc23)cc1
    ·	·	-92%[inhibitor]	-27%	?	·	3	2%	·
45) CC(C)Cn1c(N)c(C(=O)COC(=O)C2CC(=O)N(c3ccc4c(c3)OCCO4)C2)c(=O)n(C)c1=O (stereo not given)
    1%	2%	11%	i	9%	-2	12	9%	11%

Three compounds from above, ordered by formula weight, smallest number first.
Values run as follows: KB-V1 MDR tox	GLP-1R agonist	TDP-43 yeast inh	PTHR1 agonist	GLP-1R inv ag	D3 antag	DRD3 agonist	HEK293 tox	aSyn rescue
39) O=C(Nc1ccccc1)N1CCN(Cc2ccc3c(c2)OCO3)CC1
    -2%	4%	14%	-18%	1%	24	-6	-18%	2%
35) CCOC(=O)c1sc(NC(=O)C(CC)Sc2nccn2C)nc1C (stereo not given)
    -18%	22%	-13%	27%[57.5 µM]	41%[activator]	7	0	1%	2%
37) COCCn1c(SCC(=O)NC(=O)NCc2ccccc2)nc2ccccc21
    ?	2%	7%	-15%	-19%	1	2	6%	1%

Remaining list, next part
Values run as follows: KB-V1 MDR tox	GLP-1R agonist	TDP-43 yeast inh	PTHR1 agonist	GLP-1R inv ag	D3 antag	DRD3 agonist	HEK293 tox	aSyn rescue
46) COc1ccc(S(=O)(=O)Nc2cccc(-c3ccc(N4CCOCC4)nn3)c2)cc1F
    0%	·	8%	i	3%	·	3	-3%	·
47) COc1ccc(CNS(=O)(=O)c2ccc(F)c(C(=O)Nc3ccccc3OC)c2)cc1
    7%	4%	5%	-16%	6%	3	-1	16%	-4%
48) COC(=O)Cn1c(=O)c2c(nc(Br)n2CC(=O)OC)n(C)c1=O
    9%	-6%	-7%	-20%	59%[activator]	-20	0	4%	1%
49) O=C1S/C(=C\c2ccc(N3CCOCC3)o2)C(=O)N1Cc1c(F)cccc1Cl
    0%	-1%	-8%	-13%	14%	-16	-8	8%	?
50) COc1ccc(-c2nc(N)c(C#N)c(-c3cccnc3)c2C)cc1
    -16%	0%	12%	-15%	11%	-12	-6	-3%	-3%
51) O=C(/C=C/c1ccccc1)N1CCN(Cc2nc3ccccc3c(=O)[nH]2)CC1
    ?	-2%	-14%	-8%[57.5 µM]	-7%	8	4	-1%	13%
52) COc1cc(Cl)c(C)cc1NC(=O)CN1c2ccccc2S(=O)(=O)c2ccccc21
    10%	-6%	12%	-17%	?	·	2	-19%	·
53) CSc1nsc(SCC(=O)Nc2ccc(Cl)c(C(=O)O)c2)n1
    -2%	-1%	?	29%	8%	-11	3	-6%	1%
54) CC(C)CC(=O)Nc1ccc2c(c1)nc(CCN1CCOCC1)n2C
    -2%	2%	18%	-10%	11%	23	-1	4%	3%
